RBX1-CUL1 inh = blocks human RBX1-Cullin-1 di-ubiquitin formation. P62877+Q13616. in vitro K48 di-Ub FRET, acceptor:donor ratio, 45 min. inhibition, % at 10 µM. 140,000 compounds, 0.6% hits. AID 1347404; in the data active = inhibition above about 25%
Target sequence (P62877 whole entry, looked up): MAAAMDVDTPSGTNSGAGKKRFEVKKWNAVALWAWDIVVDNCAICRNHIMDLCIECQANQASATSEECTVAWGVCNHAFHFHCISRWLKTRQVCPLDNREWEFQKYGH
Target sequence (Q13616 whole entry, looked up): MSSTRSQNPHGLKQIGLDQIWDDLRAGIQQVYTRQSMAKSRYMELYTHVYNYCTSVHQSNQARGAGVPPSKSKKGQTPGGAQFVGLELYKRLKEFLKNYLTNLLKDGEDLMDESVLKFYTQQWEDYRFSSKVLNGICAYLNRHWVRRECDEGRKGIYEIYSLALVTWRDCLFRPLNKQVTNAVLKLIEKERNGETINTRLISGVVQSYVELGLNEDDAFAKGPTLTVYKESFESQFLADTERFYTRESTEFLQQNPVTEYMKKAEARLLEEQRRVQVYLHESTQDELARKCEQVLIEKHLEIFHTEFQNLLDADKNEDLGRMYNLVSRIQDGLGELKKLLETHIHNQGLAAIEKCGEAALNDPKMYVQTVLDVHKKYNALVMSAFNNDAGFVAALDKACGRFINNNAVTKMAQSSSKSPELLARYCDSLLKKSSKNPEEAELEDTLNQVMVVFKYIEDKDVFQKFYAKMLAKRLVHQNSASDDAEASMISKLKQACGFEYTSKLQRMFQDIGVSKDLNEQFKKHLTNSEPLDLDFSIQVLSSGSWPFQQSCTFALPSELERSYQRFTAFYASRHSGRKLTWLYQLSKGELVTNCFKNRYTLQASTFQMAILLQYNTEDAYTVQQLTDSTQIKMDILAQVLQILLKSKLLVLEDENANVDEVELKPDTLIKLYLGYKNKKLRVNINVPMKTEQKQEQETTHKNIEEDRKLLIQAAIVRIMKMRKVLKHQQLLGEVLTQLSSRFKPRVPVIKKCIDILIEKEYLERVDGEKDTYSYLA
An asterisk follows results filed as active; & = joins results of further samples. A portion of the library; the hit share may differ from the screen's.

Screening COC(=O)CCCNC(=O)CCC1(Cc2ccc(OC)c3ccccc23)CCC(=O)N1 (configuration not stated) returned RBX1-CUL1 inh 0.
For Cc1cn2c(=O)c(S(=O)(=O)NCCc3ccccc3)c(C)nc2s1 the results were RBX1-CUL1 inh -7.
Screening OC(c1ccccc1)c1cn(C2CCN(Cc3ccsc3)CC2)nn1 (configuration not stated) returned RBX1-CUL1 inh 8.
`O=C(Nc1ccc(Cl)c(Cl)c1)C1CCCC1` gave RBX1-CUL1 inh 0.
`OCC1(CCCc2ccccc2)CCCN(Cc2ccc3nsnc3c2)C1` (configuration not stated) gave RBX1-CUL1 inh 12.
COc1cccc(CNC23CC4CC(CC(C4)C2)C3)c1OCc1ccccc1F was read as RBX1-CUL1 inh -5.
Screening O=C(CCS(=O)(=O)c1cc(Br)cc2c1N(C(=O)C1CC1)CC2)Nc1ccc(Br)cc1F returned RBX1-CUL1 inh 1.
`O=C1c2ccccc2NC(c2ccc(Br)s2)N1O` (configuration not stated) gave RBX1-CUL1 inh -12.
Cc1ccnc(NC(=O)c2ccc(C3CCCN3Cc3cccnc3)s2)c1 (configuration not stated) was read as RBX1-CUL1 inh 5.
For COc1ccc(-n2c(Cc3ccccc3)nnc2SCC(=O)NNC(=O)c2ccccc2O)cc1 the results were RBX1-CUL1 inh 5.
`COc1ccc(N(CC(=O)NCCc2cccc(C)c2)S(=O)(=O)c2c(C)nn(C)c2C)cc1` gave RBX1-CUL1 inh 19.
Screening CCOC(=O)c1sc(NC(=O)COc2ccccc2C(C)C)c(C(=O)OCC)c1C returned RBX1-CUL1 inh -7.
Screening CCN(CC)c1ccc(C=C2C(=O)N(C)C(=S)N(C)C2=O)c(OC)c1 returned RBX1-CUL1 inh -8.
`COc1ccc(-c2ccc(Br)s2)cc1` gave RBX1-CUL1 inh 3.
`CCC(C)(C)C1CCc2c(sc(NC(=O)c3ccc(OC)cc3)c2C#N)C1` (configuration not stated) gave RBX1-CUL1 inh 8.
Screening CCOC(=O)C1=C(C)N(c2ccc(OC)cc2)C(=O)/C1=C\c1ccc(C(C)C)cc1 returned RBX1-CUL1 inh -1.
For CC(=O)Nc1nc2c(Cl)c(Cl)ccc2s1 the results were RBX1-CUL1 inh 6.
For CCCOc1ccc(S(=O)(=O)n2ccnc2)c2ccccc12 the results were RBX1-CUL1 inh 3.
For Cc1ccccc1OCCCC(=O)Nc1ccc(Cl)c(Cl)c1 the results were RBX1-CUL1 inh 13.
`COc1cc(OC)c(NC2(c3ccccc3)C(=O)c3ccccc3C2=O)cc1Cl` gave RBX1-CUL1 inh 6.
For COc1cc(C2C(C#N)C(=N)SC(=N)C2C#N)ccc1OCc1ccc(Cl)c(Cl)c1 (configuration not stated) the results were RBX1-CUL1 inh -13.
`O=C(CCc1nnc(Cc2ccc3c(c2)OCO3)o1)NC1Cc2ccccc2C1` gave RBX1-CUL1 inh -5.
`O=C(COc1ccccc1Cl)NCC1(N2CCOCC2)CCCCC1` gave RBX1-CUL1 inh 3.
CC1=NN(C(=Nc2nnc(C)s2)n2cnnc2)[C@H](c2cccc3ccccc23)S1 was read as RBX1-CUL1 inh 1.
Screening COCCN(CC1CCN(Cc2ccccc2F)CC1)C(=O)c1ccco1 returned RBX1-CUL1 inh 6.
CCn1c(SCc2nc3ccccc3[nH]2)nnc1-c1cccs1 was read as RBX1-CUL1 inh 9.
O=C(c1cc2nc3c(c(C(F)(F)F)n2n1)CCc1ccccc1-3)N1CCN(c2ccc(F)cc2)CC1 was read as RBX1-CUL1 inh -16.
`NS(=O)(=O)c1ccc(CNC(=O)NC23CC4CC(CC(C4)C2)C3)cc1` gave RBX1-CUL1 inh 10.
C#CCN(C(=O)CC1(c2ccccc2)CC(=O)N(CCCOc2cccnc2)C1=O)C1CCCCC1 (configuration not stated) was read as RBX1-CUL1 inh -1.
Screening Cc1ccc(OCCNc2cc(N3CCOCC3)ccc2[N+](=O)[O-])cc1C returned RBX1-CUL1 inh -4.
Screening CN1CCNC(=O)C1CC(=O)N1CCN(c2cccc(C(F)(F)F)c2)CC1 (configuration not stated) returned RBX1-CUL1 inh -8.
Screening O=C(NCc1ccccn1)c1cncc(Br)c1 returned RBX1-CUL1 inh 6.
Screening CCc1ccc(OC(C)C(=O)N2CCCC(C)C2)cc1 (configuration not stated) returned RBX1-CUL1 inh -1.
For CN(C1CCCCC1)S(=O)(=O)c1ccc2c(c1)c(=O)c(C(=O)NCc1ccc(F)cc1)cn2C the results were RBX1-CUL1 inh 9.
For CCCC(C)NC(=O)c1cccc(C)c1 (configuration not stated) the results were RBX1-CUL1 inh -3.
Cc1nn(Cc2ccc(Cl)cc2)c(C)c1NC(=O)c1noc2c1CCc1ccccc1-2 was read as RBX1-CUL1 inh -1.
Screening CCCn1c(=O)c2sccc2n2c(CCCC(=O)NC3CCC(C)CC3)nnc12 (configuration not stated) returned RBX1-CUL1 inh -2.
`COc1cccc2c(=O)ccoc12` gave RBX1-CUL1 inh -12.
Screening Cc1ccc(OCCSc2nnc(-c3cccs3)o2)cc1Cl returned RBX1-CUL1 inh -1.
`Cc1ccc(-c2nc(S(=O)(=O)c3ccc(Cl)cc3)c(N3CCCCC3)o2)cc1` gave RBX1-CUL1 inh -7&7.
CC1CCN(C(=S)c2cn(Cc3ccc(F)cc3)c3ccccc23)CC1 was read as RBX1-CUL1 inh -8.
Screening CN1CCc2c1nc1ccccc1c2N=C1CCCN1Cc1ccccc1 returned RBX1-CUL1 inh -14.
For CCN(CC)c1ccc(/C=N/NC(=O)CCC(=O)NCc2ccccc2)c(O)c1 the results were RBX1-CUL1 inh 1.
`c1ccc(Cn2ncc3c(N4CCN(c5ccccn5)CC4)ncnc32)cc1` gave RBX1-CUL1 inh 6.
Screening COCC(=O)N1CCC(Oc2ccc(C(=O)NCCC3=CCCCC3)cc2)CC1 returned RBX1-CUL1 inh -7.
Cc1cccc(-n2nnnc2C2(N=Cc3ccc([N+](=O)[O-])cc3)CCCCC2)c1 was read as RBX1-CUL1 inh -2.
`CC(C)c1ccc(C2C(C(=O)c3ccc(F)cc3)C(=O)C(=O)N2Cc2ccco2)cc1` (configuration not stated) gave RBX1-CUL1 inh 9.
Screening CCN(CC)S(=O)(=O)c1ccc(C(=O)Nc2ccc(Cc3ccc(NC(=O)c4ccc(S(=O)(=O)N(CC)CC)cc4)cc3)cc2)cc1 returned RBX1-CUL1 inh 2.
Cc1ccc(NC(=O)c2cccc(S(=O)(=O)CC(Cl)c3ccccc3)c2)cc1 (configuration not stated) was read as RBX1-CUL1 inh 1.
Screening COC(=O)c1ccc(CNC2COc3ccccc3C2)cc1 (configuration not stated) returned RBX1-CUL1 inh 3.
Cc1c(NS(C)(=O)=O)cccc1C(=O)NC(C)(C)C was read as RBX1-CUL1 inh 8.
For Cc1nc2ccsc2c(=O)n1-c1ccc(Cl)cc1 the results were RBX1-CUL1 inh -3.
For O=C(O)c1cc(-c2ccc(CC3=NC(=O)N(Cc4ccccc4)C3=O)o2)ccc1Cl the results were RBX1-CUL1 inh 58*.
Screening Cc1csc2nc(COC(=O)c3ccc(NC(=O)c4ccccc4Br)cc3)cc(=O)n12 returned RBX1-CUL1 inh 0.
`O=C(NCCOc1ccccc1)c1ccccc1NC(=O)C1CCCN1S(=O)(=O)c1ccccc1` (configuration not stated) gave RBX1-CUL1 inh 2.
COc1ccccc1Nc1nc(N)nc(CSc2ncccn2)n1 was read as RBX1-CUL1 inh 9.
Screening O=C(O)CN1C(=O)/C(=C\c2cc(Cl)cc(Br)c2O)SC1=S returned RBX1-CUL1 inh 81*.
For CC(=O)Nc1cnn(-c2ccc(C(=O)N3CCCC(c4ccccc4)C3)cc2)c1 (configuration not stated) the results were RBX1-CUL1 inh 1.
Screening Cc1ccc(C)c(NC(=O)N2CCN(C)c3ncccc32)c1 returned RBX1-CUL1 inh -10.
For CN1CCN(C2Cc3ccc(Cl)cc3Sc3ccc(F)cc32)CC1 (configuration not stated) the results were RBX1-CUL1 inh -4.
COc1ccc(Cl)cc1C(=O)Nc1cc([N+](=O)[O-])ccc1F was read as RBX1-CUL1 inh 5.
For CN1CCC(N2CCCC(C(=O)N(C)CCCC3CCCC3)C2)CC1 (configuration not stated) the results were RBX1-CUL1 inh 4.
`Cc1cc(C)c(/C=C/c2onc(C)c2S(=O)(=O)N2CCC(C(=O)N3CCN(c4ccc(Cl)cc4)CC3)CC2)c(C)c1` gave RBX1-CUL1 inh 1.
Screening Cc1ccc(S(=O)(=O)Nc2nc3n(n2)C(c2ccc(F)cc2)CC(c2ccccc2)=N3)cc1 (configuration not stated) returned RBX1-CUL1 inh 7.
COc1cc(C2C(C(=O)Nc3cccnc3)C(C)=Nc3nc(CCCO)nn32)cc(OC)c1OC (configuration not stated) was read as RBX1-CUL1 inh 4.
CCC(CC)C(=O)Nc1cccc(NC(=O)C(CC)CC)c1 was read as RBX1-CUL1 inh -9.
CNCC#CCOc1ccc(C(C)C)cc1 was read as RBX1-CUL1 inh 5.
Screening CC(=O)N1CCC(N2CCOC(CCc3ccccc3)C2)CC1 (configuration not stated) returned RBX1-CUL1 inh 8.
For c1ccc2c(c1)CC(NCc1ccc(-n3cccn3)cc1)CO2 (configuration not stated) the results were RBX1-CUL1 inh 1.
For COc1ccc(C(=O)COC(=O)c2ccc3c(c2)C(=O)N(c2cccc(C(F)(F)F)c2)C3=O)cc1 the results were RBX1-CUL1 inh 8.
For O=[N+]([O-])c1cc(Br)c(O)c(C=N[C@@H]2CCCC[C@H]2N=Cc2cc([N+](=O)[O-])cc(Br)c2O)c1 the results were RBX1-CUL1 inh 9.
Screening COc1ccc(N2CCN(C(CNC(=O)C(=O)NCCc3ccccc3)c3cccnc3)CC2)cc1 (configuration not stated) returned RBX1-CUL1 inh -7.
Screening CCCN(CCC)C(=O)C1C=Nc2ccc(S(=O)(=O)N(C)c3ccc(OCC)cc3)cc2C1=O (configuration not stated) returned RBX1-CUL1 inh 5.
CCOC(=O)c1c(NC(=O)C2(c3ccccc3)CCCC2)sc2c1CCCC2 was read as RBX1-CUL1 inh 2.
`CC(=O)Nc1ccc(NC(=O)CSc2nccn2C)cc1` gave RBX1-CUL1 inh 7.
For COc1ccc(CC2(CCC(=O)NCc3c(F)cccc3F)CCC(=O)N2)c(F)c1 (configuration not stated) the results were RBX1-CUL1 inh 0.
Screening Cc1cccc(OCC(=O)Nc2ccc(-c3nc4cc(C)ccc4o3)c(O)c2)c1 returned RBX1-CUL1 inh 4.
For Cn1c(/C=C2\C(=O)NC(=O)N(c3ccccc3)C2=O)cc2ccccc21 the results were RBX1-CUL1 inh 6.
For COc1cc(C2C3C(=O)CCCC3=Nc3ncnn32)ccc1OCc1ccccc1 (configuration not stated) the results were RBX1-CUL1 inh 4.
`Cc1cccc(-n2c(-c3ccoc3C)n[nH]c2=S)c1` gave RBX1-CUL1 inh 1.
For CCN(CC)C(S)SC1C(=O)C=C(c2ccccc2)N(c2ccccc2)C1=O (configuration not stated) the results were RBX1-CUL1 inh -1.
Screening COc1ccc(-n2c(=O)c3ccc(C(=O)NCc4ccc(C)cc4)cc3n(Cc3ccc(C)cc3)c2=O)cc1 returned RBX1-CUL1 inh 7.
Screening CCOC(=O)c1c(NC(=O)CCC(=O)O)sc2c1CCCCCCCCCCC2 returned RBX1-CUL1 inh 9.
Cc1cc(C)cc(-n2c3nc(=O)[nH]c(=O)c-3cc3c(Cl)cccc32)c1 was read as RBX1-CUL1 inh 10.
Screening N#Cc1c2c(n3cc4ccccc4cc13)C(=O)c1ccccc1C2=O returned RBX1-CUL1 inh 0.
O=C(O)C1C2C=CC(C2)C1C(=O)NCCC(c1ccccc1)c1ccccc1 (configuration not stated) was read as RBX1-CUL1 inh 16.
Screening Cc1ccc(NC(=O)Cn2c(=O)n(Cc3ccccc3)c(=O)c3c(C)c(C)sc32)c(C)c1 returned RBX1-CUL1 inh -6.
`COc1cccc(NC(=O)CSc2nc3ccc(NC(=O)c4ccco4)cc3s2)c1` gave RBX1-CUL1 inh -1.
For Cc1cc(C)c(C(=O)O)c(Cl)n1 the results were RBX1-CUL1 inh 2.
`O=C(Nc1ccc2oc(-c3cc(Cl)ccc3Cl)nc2c1)c1ccccc1[N+](=O)[O-]` gave RBX1-CUL1 inh 18.
For CCc1ccc2nc(N(Cc3cccnc3)C(=O)c3cccs3)sc2c1 the results were RBX1-CUL1 inh -7.
Screening Cc1nc(N)c(S(=O)(=O)c2ccccc2)c(Nc2ccc(Br)cc2)n1 returned RBX1-CUL1 inh -5.
For CCN1CCN(c2oc(-c3ccc(COc4ccccc4C)o3)nc2C#N)CC1 the results were RBX1-CUL1 inh 0.
Cc1c(CC(=O)NC2CCOCC2)c2c(n1CCc1ccccc1)CCCC2=O was read as RBX1-CUL1 inh -11.

Structures above that have fluorine (13):
COc1cccc(CNC23CC4CC(CC(C4)C2)C3)c1OCc1ccccc1F was read as RBX1-CUL1 inh -5.
Screening O=C(CCS(=O)(=O)c1cc(Br)cc2c1N(C(=O)C1CC1)CC2)Nc1ccc(Br)cc1F returned RBX1-CUL1 inh 1.
Screening COCCN(CC1CCN(Cc2ccccc2F)CC1)C(=O)c1ccco1 returned RBX1-CUL1 inh 6.
O=C(c1cc2nc3c(c(C(F)(F)F)n2n1)CCc1ccccc1-3)N1CCN(c2ccc(F)cc2)CC1 was read as RBX1-CUL1 inh -16.
Screening CN1CCNC(=O)C1CC(=O)N1CCN(c2cccc(C(F)(F)F)c2)CC1 (configuration not stated) returned RBX1-CUL1 inh -8.
For CN(C1CCCCC1)S(=O)(=O)c1ccc2c(c1)c(=O)c(C(=O)NCc1ccc(F)cc1)cn2C the results were RBX1-CUL1 inh 9.
CC1CCN(C(=S)c2cn(Cc3ccc(F)cc3)c3ccccc23)CC1 was read as RBX1-CUL1 inh -8.
`CC(C)c1ccc(C2C(C(=O)c3ccc(F)cc3)C(=O)C(=O)N2Cc2ccco2)cc1` (configuration not stated) gave RBX1-CUL1 inh 9.
For CN1CCN(C2Cc3ccc(Cl)cc3Sc3ccc(F)cc32)CC1 (configuration not stated) the results were RBX1-CUL1 inh -4.
COc1ccc(Cl)cc1C(=O)Nc1cc([N+](=O)[O-])ccc1F was read as RBX1-CUL1 inh 5.
Screening Cc1ccc(S(=O)(=O)Nc2nc3n(n2)C(c2ccc(F)cc2)CC(c2ccccc2)=N3)cc1 (configuration not stated) returned RBX1-CUL1 inh 7.
For COc1ccc(C(=O)COC(=O)c2ccc3c(c2)C(=O)N(c2cccc(C(F)(F)F)c2)C3=O)cc1 the results were RBX1-CUL1 inh 8.
For COc1ccc(CC2(CCC(=O)NCc3c(F)cccc3F)CCC(=O)N2)c(F)c1 (configuration not stated) the results were RBX1-CUL1 inh 0.

Screening data as filed in PubChem.
